Screening data: PubChem, several laboratories
RmlCD inh 1536: inhibitors of Mycobacterium tuberculosis RmlC and RmlD coupled enzymes; actives 0.03% (n = 160,000); inhibition, % at 3.6 µM; RmlC+RmlD coupled enzyme assay, percent inhibition; primary screen in compound mixtures; in the data active means inhibition mostly above about 34%, no sharp cut-off; further: some results filed as inactive read as strong as hits
Target sequence (P9WH09 whole entry, looked up): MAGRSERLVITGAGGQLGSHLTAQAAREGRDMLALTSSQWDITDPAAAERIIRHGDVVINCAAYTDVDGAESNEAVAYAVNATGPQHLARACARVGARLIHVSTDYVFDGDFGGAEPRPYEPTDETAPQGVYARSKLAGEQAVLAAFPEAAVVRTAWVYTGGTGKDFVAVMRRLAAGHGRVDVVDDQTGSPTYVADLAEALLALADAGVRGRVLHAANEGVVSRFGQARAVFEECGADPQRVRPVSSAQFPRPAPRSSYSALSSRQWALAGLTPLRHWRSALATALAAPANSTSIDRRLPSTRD
Target sequence (P9WH11 whole entry, looked up): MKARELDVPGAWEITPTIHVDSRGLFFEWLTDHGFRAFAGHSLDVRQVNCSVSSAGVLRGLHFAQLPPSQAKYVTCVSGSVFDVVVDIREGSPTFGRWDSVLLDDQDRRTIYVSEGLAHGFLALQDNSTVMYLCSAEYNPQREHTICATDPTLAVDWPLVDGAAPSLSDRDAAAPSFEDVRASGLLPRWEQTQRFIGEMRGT
GlmU inhibition: inhibition of mycobacterial GlmU enzyme – biochemical, glucosamine-1-phosphate acetyltransferase (AID 1376) | M. tuberculosis GlmU acetyltransferase enzyme assay; higher % means a stronger effect | inhibition, %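 (tested at 30 µM in the primary screen)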; hits with a dose series show IC50 in µM | actives 0.25% (n = 220,000); in the data active means inhibition above about 13%;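 further: 0% = complete reaction with vehicle and 100% = reaction without substrate; strong numbers were not always called active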
* marks the source's active call; other numbers are inactive results; nt = not tested or not shown.

| Structure | RmlCD inh 1536 | GlmU inhibition |
| --- | --- | --- |
| O=C(CSC1=Nc2ccccc2C2=NC(Cc3c[nH]c4ccccc34)C(=O)N12)NC1CCCCC1 (stereo unspecified) | nt | 3.2% |
| COCCNC(=O)CCCn1c(=O)c2ccccc2n(CC(=O)NCCC2=CCCCC2)c1=O | 6.2 | 2.2% |
| O=C(CN1CCN(Cc2ccc(Cl)cc2)C1=O)NCCCN1CCOCC1 | nt | -1.7% |
| CN(C)n1cnc2ccsc2c1=O | 3.2 | 0.7% |
| COC(=O)C(Cc1ccccc1)NC(=S)NC(=O)c1ccccc1 (stereo unspecified) | 2.2 | 2.0% |
| COc1ccc(-n2ncc3c(N4CCCCC4)ncnc32)cc1 | -5.2 | 4.6% |
| C/C(=N\OC(=O)c1cccc(C)c1)c1sc(-c2ccccc2)nc1C | 10.3 | 1.3% |
| N#CCCN(Cc1ccccc1)C(=O)Nc1ccc(F)cc1 | 1.9 | 1.0% |
| CCCCc1c(C)nc(N)[nH]c1=O | nt | 2.3% |
| COc1cccc2cc(C(=O)N3CCCCC3C)c(=O)oc12 (stereo unspecified) | -3.0 | -3.3% |
| Cc1cc(C)c2c(NC(N)=S)n[nH]c2n1 | 2.5 | 6.9% |
| CC(C)n1c(SCC(=O)NCc2ccco2)nc2c1c(=O)n(C)c(=O)n2C | nt | -2.6% |
| Cc1nn(Cc2ccc(C(=O)Nc3nccs3)cc2)c(C)c1Cl | -6.8 | nt |
| O=C(NCCCN1CCN(CCCNC(=O)c2ccc3c(c2)OCO3)CC1)c1ccc2c(c1)OCO2 | -2.7 | -4.4% |
| O=C(NNC(=S)NCc1ccco1)c1ccc(Cl)s1 | 18.8 | 2.2% |
| O/N=C(\c1ccc2c(c1)OCCO2)C1CCCCC1 | nt | -1.9% |
| Clc1ccc(CN2CCCCCCC2)cc1Cl | -4.4 | -1.2% |
| O=C(Nc1ccc2oc(-c3cccnc3)nc2c1)c1ccc2c(c1)OCCO2 | 3.4 | 6.2% |
| O=S(=O)(NCC1CCCO1)c1ccc(-c2ccc(Cl)cc2)cc1 (stereo unspecified) | 11.4 | -1.4% |
| CCc1ccc(NC(=O)/C(C#N)=C\c2ccc(OC)c(C(=O)O)c2)cc1 | -1.1 | -9.1% |
| Cc1no[n+]([O-])c1COc1cccc(/C=C2\N=C(c3ccccc3)OC2=O)c1 | 9.5 | -4.6% |
| CCOC(=O)C1=C(C)Nc2ccccc2N=C1N | -11.9 | 7.1% |
| CC(C)n1c(=S)[nH]c2ccccc2c1=O | 10.8 | -0.8% |
| CN1CCN(CCC(=O)N2c3ccccc3Sc3ccc(Cl)cc32)CC1 | -0.5 | 0.0% |
| Cc1ccc2c(c1)C1CN(C)CCC1N2C(=S)Nc1ccc(Cl)cc1Cl (stereo unspecified) | 1.8 | 1.8% |
| Cc1cc(C)cc(NC(=S)NCC2CCN(C(C)c3ccccc3)C2)c1 (stereo unspecified) | 2.9 | -9.1% |
| CCCCOC(=O)c1ccc(NC(=O)C(CCS(C)(=O)=O)NC(C)=O)cc1 (stereo unspecified) | -6.0 | 1.6% |
| O=C(Nc1nccs1)C12CC3CC(C1)CC(C(=O)Nc1nccs1)(C3)C2 | -12.7 | 0.1% |
| Cc1ccc2c(CC(=O)NCCc3ccc(S(N)(=O)=O)cc3)coc2c1 | nt | 6.3% |
| CCOC(=O)Cn1nc(C)c(NC(=O)COc2ccc([N+](=O)[O-])cc2)c1C | -2.3 | -1.6% |

Molecules above that contain a furan ring, fused or not, in the order listed:
| Structure | RmlCD inh 1536 | GlmU inhibition |
| --- | --- | --- |
| CC(C)n1c(SCC(=O)NCc2ccco2)nc2c1c(=O)n(C)c(=O)n2C | nt | -2.6% |
| O=C(NNC(=S)NCc1ccco1)c1ccc(Cl)s1 | 18.8 | 2.2% |
| Cc1ccc2c(CC(=O)NCCc3ccc(S(N)(=O)=O)cc3)coc2c1 | nt | 6.3% |

Further structures follow:
| Structure | RmlCD inh 1536 | GlmU inhibition |
| --- | --- | --- |
| CCOC(=O)Cn1c(CN2CCN(C(c3ccccc3)c3ccccc3)CC2)nc2c1c(=O)n(C)c(=O)n2C | -2.3 | -3.0% |
| CCOC(=O)c1c(NC(=O)Cn2cnc([N+](=O)[O-])n2)sc2c1CCC(C)C2 (stereo unspecified) | -3.4 | 0.7% |
| COC(=O)CCN(C(=O)c1ccc(C)c([N+](=O)[O-])c1)c1ccccn1 | -50.7 | 0.3% |
| CCOCCOC(=O)C1=C(C)N(C)C(=O)NC1c1cc(Cl)c(O)c(OCC)c1 (stereo unspecified) | nt | 5.7% |
| Cc1ccc2occ(/C=N/NC(N)=S)c(=O)c2c1 | 8.6 | 2.1% |
| CN1CCCCC1=NCCCn1cnc2c1c(=O)n(C)c(=O)n2C | -8.7 | 1.4% |
| Cn1nnnc1SCC(=O)Nc1ccc(Oc2ccccc2)cc1 | 2.5 | 3.1% |
| COc1ccc(S(=O)(=O)NCCCCCC(=O)O)cc1C(=O)O | -6.2 | -5.9% |
| COc1cc(NC(=S)NCCN2CCOCC2)cc(OC)c1 | -7.6 | 5.1% |
| COC(=O)CSc1nnc(CNC(=O)c2cccc(C)c2)n1-c1ccccc1OC | nt | 6.4% |
| Cn1c(=O)c2c(nc(CN3CCN(c4ccccc4)CC3)n2CCN2CCOCC2)n(C)c1=O | nt | 2.9% |
| Cc1ccc(C(=O)N2CCN(C3CCCCC3)CC2)s1 | -7.7 | -2.4% |
| COc1ccc(NC(=S)N(CCN(C)C)C(C)c2ccco2)cc1 (stereo unspecified) | -11.3 | 3.0% |
| CN1C(=O)c2ccccc2C(C(=O)O)C1c1cccc(Cl)c1 (stereo unspecified) | nt | 1.5% |
| Cc1ccc(N=c2c([N+](=O)[O-])nn(-c3ccc4c(c3)OCCO4)n2O)c(Cl)c1 | -6.6 | -2.1% |
| Cc1csc(NC(=O)c2cccc(Cn3nc(C)c(Br)c3C)c2)n1 | 7.4 | -1.1% |
| O=C1c2ccccc2C(=O)N1CN(C(=O)c1ccccc1[N+](=O)[O-])c1ccc(F)cc1 | nt | -2.2% |
| O=C(O)/C=C/C(=O)N1CCc2ccccc21 | 7.2 | -1.4% |
| O=C(c1n[nH]c(=O)c2ccccc12)N1CCN(c2ccccc2)CC1 | 7.2 | 3.3% |
| CCOc1ccccc1CNC(=O)C1CCN(c2nc3ccccc3o2)CC1 | -5.8 | nt |
| CCO/C=C/C(O)(CNC(=O)COc1ccccc1F)C(F)(F)F (stereo unspecified) | -9.9 | 3.3% |
| CN1CCN(CCCC(=O)c2ccc(F)cc2)CC1 | 8.2 | -2.6% |
| O=C(O)c1ccc(N/N=C/c2ccc(OC(=O)c3ccccc3Cl)cc2)cc1 | -4.3 | 7.9% |
| O=C(CN1CCN(C2CCCCC2)CC1)Nc1ccc(Br)cc1 | 0.8 | 0.3% |
| Cn1cc(CN2CCCC(C(=O)c3ccc(-c4ccccc4)cc3)C2)cn1 (stereo unspecified) | 5.5 | 3.2% |
| O=C(Nc1cccc(F)c1)C1CC(=O)N(c2ccc(Br)cc2)C1 (stereo unspecified) | 10.9 | -4.3% |
| O=S(=O)(NCCSCc1ccc(Cl)cc1Cl)c1ccc2c(c1)OCCO2 | nt | -5.5% |
| Cn1c2ccccc2c2c(C(=O)N3CCN(c4ccccc4)CC3)cn(C3CCCC3)c(=O)c21 | 8.8 | 2.6% |
| Cc1ccc(NC(=O)N2CCCC2C(=O)Nc2ccc(-n3cnnn3)c(C)c2)cc1 (stereo unspecified) | nt | -0.3% |
| CC1=CC(C)(C)n2c(O)c(N=NC(N)=S)c3c(C)c(C)cc1c32 | nt | -4.5% |
| COc1ccc2nc(N3C(=O)CNC3=S)sc2c1 | 31.4 | 2.0% |
| COC(=O)c1ccc(Sc2ccccc2NS(=O)(=O)c2ccc(C)cc2)nc1 | nt | -4.1% |
| Cc1ccccc1CN1CCN(CC(=O)NCc2ccco2)C1=O | 6.9 | 6.8% |
| O=C(/C=C/c1ccc(F)cc1)NC(=S)NNC(=O)c1cccnc1 | 1.8 | 0.7% |
| O=C(CSc1nnc(-c2cccs2)n1-c1ccccc1)NCc1ccco1 | -3.1 | 1.8% |
| CCC(=O)c1ccccc1OCCCN1C(=O)NC(C)(C)C1=O | nt | -5.2% |
| CC(C)(C)OC(=O)N/N=C/c1ccc(N2CCOCC2)s1 | -13.1 | 1.8% |
| O=C(O)/C=C/C(=O)NCCC(c1ccccc1)c1ccccc1 | 5.2 | -4.2% |
| CCCCOc1nc(N2CCOCC2)nc(C)c1[N+](=O)[O-] | nt | 7.1% |
| COc1ccccc1CN1CCN(C(=O)COc2cccc(C)c2)CC1 | -2.4 | 0.7% |
| C[C@@H](C(=O)Nc1ccc2ccccc2c1)[C@H]1C[C@]1(C)[C@H](NS(=O)(=O)c1ccc(-c2ccccc2)cc1)c1ccccc1 | nt | 0.1% |
| CCN1C(=O)N[C@@H](c2ccccc2)[C@@H](C(=O)OC)[C@H]1C | nt | -4.1% |
| C/C(=N\NC(=O)c1nn(C)cc1Br)c1ccc(NC(=O)c2ccncc2)cc1 | -11.7 | 5.7% |
| O=C(CCc1ccccc1)NCc1ccccc1 | nt | 2.1% |
| O=C(NCc1ccccc1)N[C@@H](Cc1c[nH]c2ccccc12)C(=O)O | 5.3 | 4.6% |
| COc1ccc(C[C@H]2CN3C(=NC[C@H]3Cc3ccccc3)N2CCNC(=O)CCC2CCCCC2)cc1 | nt | -7.6% |
| O=C(NN=C1CCCCCC1)c1cn(-c2ccccc2)nc1-c1ccccc1 | nt | -3.4% |
| O=C(CSc1nc2c(cnn2-c2ccc(F)cc2)c(=O)[nH]1)N1N=C(c2cccs2)CC1c1ccc(F)cc1 (stereo unspecified) | nt | -1.8% |
| CCn1c(SCC(=O)Nc2cc(C(C)(C)C)nn2-c2ccccc2)nnc1-c1cccs1 | -2.5 | -0.8% |
| C=CCSc1nnc(C)c(/C=C/Nc2ccc(Cl)cc2)n1 | -7.7 | -4.8% |

(next part)
| Structure | RmlCD inh 1536 | GlmU inhibition |
| --- | --- | --- |
| CCOc1ccc(C(=O)OCCN(C)C)cc1 | nt | 4.0% |
| COc1ccc(OC)c(NC(=O)c2ccccc2NC(=O)c2ccco2)c1 | 19.6 | 4.3% |
| CC(C)(C)c1ccc(C(=O)Oc2ccc3c(c2)OCC3=O)cc1 | nt | 0.5% |
| Clc1ccccc1OCc1nn2c(-c3ccncc3)nnc2s1 | -2.6 | -1.2% |
| COc1ccc2c(C)cc(SC3CCOC3=O)nc2c1 (stereo unspecified) | nt | 5.5% |
| COc1ccc(OC)c(-n2c(-c3ccn[nH]3)n[nH]c2=S)c1 | -14.6 | 3.6% |
| CCCS(=O)(=O)N1CCC(C(=O)N2CCN(Cc3ccccc3)CC2)CC1 | -10.3 | 30.1%* |
| C/C(N)=C(/C#N)C(=O)COC(=O)C1Cc2ccccc2CN1S(C)(=O)=O (stereo unspecified) | 14.7 | 2.9% |
| O=C(CO/N=C/c1ccccc1OC(F)F)NCc1ccco1 | nt | 2.2% |
| Cc1cc(NC(=O)c2cc(CC(C)C)on2)no1 | 1.0 | 1.7% |
| O=C(NN1C(=O)C2CC=C(Cl)CC2C1=O)c1ccncc1 (stereo unspecified) | nt | -3.5% |
| Cc1cccc(C)c1NC(=O)CSc1nnc(-c2ccncc2)n1Cc1ccco1 | nt | -3.9% |
| CC1CCCC(NC(=O)CNC(=S)N(Cc2ccccc2)Cc2cccs2)C1C (stereo unspecified) | 20.5 | -5.0% |
| O=C(COC(=O)CCc1ccc(S(=O)(=O)N2CCOCC2)cc1)NCc1ccc(Cl)cc1 | 3.1 | -1.4% |
| CCOc1cc(C(N)=O)cc(Br)c1OCc1ccccc1 | 11.9 | -3.4% |
| CC(C)[C@H](CO)Nc1nc(NCc2ccc(S(N)(=O)=O)cc2)c2ncn(C(C)C)c2n1 | nt | -0.2% |
| CCCCSc1nnc(CCC)n1N | nt | -4.2% |
| COc1cccc(N=C2CC(C)(C)CC(=O)/C2=C(/O)c2ccccc2)c1 | nt | -5.7% |
| CC1C(=O)CCC1(C(=O)O)c1ccccc1 (stereo unspecified) | nt | -3.0% |
| CN(C)CC(c1ccccc1)c1ccccc1 | 4.1 | 3.4% |
| Cc1cccc(C(=O)c2ccccc2C(=O)O)c1 | 7.2 | 1.5% |
| O=c1ccc(-c2n[nH]c(=S)n2-c2ccc(F)c(Cl)c2)n[nH]1 | -0.9 | 3.0% |
| COc1ccc(NC(=O)/C=C/c2ccc(F)cc2)cn1 | 6.2 | -1.4% |
| COc1cc(C(=O)Nc2cccc(-c3nc4cc(C)ccc4o3)c2C)cc(OC)c1OC | -10.7 | 9.9% |
| CSc1nc(-c2ccccc2)nn1S(=O)(=O)c1ccc(Cl)cc1 | 6.9 | 5.4% |
| COc1ccc(-c2ccc3oc(-c4ccc(OC)cc4)c(C#CCO)c3c2)cc1 | nt | 1.1% |
| Cn1cccc1/C=C1\SC(=S)N(NC(=O)c2cccc(Cl)c2)C1=O | 4.6 | -3.1% |
| O=C(NC(=S)Nc1ccccn1)c1ccccc1 | -4.2 | -20.8% |
| CCOCCCNS(=O)(=O)c1ccc2c(c1)CCN2C(C)=O | 3.6 | 2.1% |
| COc1ccc(C2NC(=O)N(C)C3=C2C(=O)CC(C)(C)C3)cc1OC (stereo unspecified) | 4.0 | -1.5% |
| Nc1nonc1-c1nc2ccccc2n1CC(=O)O | -10.3 | 1.5% |
| CCOC(=O)/C(N)=C/c1ncc(C(F)(F)F)cc1Cl | 4.5 | -4.9% |
| CCOc1ccc(NC(=O)Cn2nnc(-c3ccccc3NC(=O)c3cccs3)n2)cc1 | -4.5 | -6.5% |
| O/N=C/C1=C(Cl)c2ccccc2CC1 | -12.5 | 7.4% |
| CCOC(=O)C1=C(C)N(CCCCCC(=O)O)C(=O)NC1c1ccccc1OS(=O)(=O)c1ccc(C)cc1 (stereo unspecified) | nt | -3.8% |
| COC(=O)N/N=C/c1ccc([N+](=O)[O-])s1 | 4.9 | 2.2% |
| CC(=O)Nc1ccc(NC(=O)C(C)Oc2ccccc2F)cc1 (stereo unspecified) | 9.4 | 0.9% |
| Cc1cc(C)c(NC(=O)CSc2nc3ccc(NC(=O)CSc4nnnn4-c4ccccc4)cc3s2)c(C)c1 | -8.9 | 4.2% |

This is a subset; rates above refer to the full screens.
